# TcdB inh – TcdB glycohydrolase inhibition. AID 652162. 0.24% of 350,000 active. TcdB glycohydrolase enzymatic assay, plate reader. inhibition, % at 9.99 µM. P18177; in the data active = inhibition above about 10%
# BH1578 lux ind – inducers of Vibrio cholerae quorum light production without autoinducers | V. cholerae BH1578 lux reporter, luminescence, 6 h | activation, % at 18.7 µM | 0.16% of 350,000 active; in the data active = activation mostly above about 9.7%, no sharp cut-off; note: not every result past the cut was called active; inactives centre near 0; reference of the scale not given here
# PfHsp40 yeast – compounds rescuing yeast from Plasmodium falciparum HSP40 toxicity; AID 504582; S. cerevisiae expressing PfHsp40, growth rescue, ATP luminescence; growth rescue, % at 12.5 µM; 0.68% of 340,000 active; in the data active = growth rescue above about 28%, passing the limit was not always enough;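 note: yeast W303a lacking pdr1 and pdr3 grown in galactose medium; growth measured after three days at 30 °C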
# Mtb FBA inh – inhibits M. tuberculosis FBA enzyme | inhibition, % at 1 µM | AID 588726 | P9WQA3 | purified M. tuberculosis FBA, fluorescence read-out | 2.3% of 360,000 active; in the data active = inhibition above about 27%;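 note: 0% = vehicle and 100% = reference inhibitor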
# Target sequence (P9WQA3 whole entry, looked up): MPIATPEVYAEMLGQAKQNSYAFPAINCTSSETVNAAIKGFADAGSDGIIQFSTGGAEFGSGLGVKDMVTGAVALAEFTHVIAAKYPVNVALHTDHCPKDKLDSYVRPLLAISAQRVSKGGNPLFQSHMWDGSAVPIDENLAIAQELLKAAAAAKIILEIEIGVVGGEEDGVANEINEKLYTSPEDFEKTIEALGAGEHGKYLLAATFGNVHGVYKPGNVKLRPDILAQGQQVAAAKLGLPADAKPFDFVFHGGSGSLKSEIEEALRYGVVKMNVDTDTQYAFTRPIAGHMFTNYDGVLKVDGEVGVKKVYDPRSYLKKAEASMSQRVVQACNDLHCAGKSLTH
# FadD28 FP inh – M. tuberculosis FadD28 bisubstrate binding inhibition; FadD28 bisubstrate probe binding, fluorescence polarization; inhibition, % at 12.5 µM; 0.22% of 360,000 active; AID 588549; in the data active = inhibition above about 8.5%, passing the limit was not always enough
# GDH-TPI counter – inhibits GDH-TPI coupling enzymes, artifact for Mtb FBA screen; GDH-TPI coupled enzyme counterscreen, NADH absorbance; inhibition, % at 4.8 µM; 1.2% of 360,000 active; AID 588335; in the data active = inhibition above about 30%;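 note: 0% = DMSO wells and 100% = wells lacking the enzyme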
# Mtb BioA inh – blocks M. tuberculosis BioA enzyme activity. purified M. tuberculosis BioA enzyme, plate reader. inhibition, % at 9.99 µM. 0.096% of 360,000 active; in the data active = inhibition above about 40%
# Y pestis TopoI – inhibitors of Yersinia pestis topoisomerase I; Y. pestis Topo-I cleavage product accumulation, plate reader; activity, % at 10 µM; 0.064% of 360,000 active; AID 504884; in the data active = activity above about 50%, passing the limit was not always enough; note: inactives centre near 2
# UGM FP inh – blocks M. tuberculosis UGM enzyme | 0.06% of 320,000 active | P9WIQ1 | AID 504406 | inhibition, % at 10 µM | purified UGM, fluorescence polarization probe displacement; in the data active = inhibition above about 10%, passing the limit was not always enough
# Target sequence (P9WIQ1 whole entry, looked up): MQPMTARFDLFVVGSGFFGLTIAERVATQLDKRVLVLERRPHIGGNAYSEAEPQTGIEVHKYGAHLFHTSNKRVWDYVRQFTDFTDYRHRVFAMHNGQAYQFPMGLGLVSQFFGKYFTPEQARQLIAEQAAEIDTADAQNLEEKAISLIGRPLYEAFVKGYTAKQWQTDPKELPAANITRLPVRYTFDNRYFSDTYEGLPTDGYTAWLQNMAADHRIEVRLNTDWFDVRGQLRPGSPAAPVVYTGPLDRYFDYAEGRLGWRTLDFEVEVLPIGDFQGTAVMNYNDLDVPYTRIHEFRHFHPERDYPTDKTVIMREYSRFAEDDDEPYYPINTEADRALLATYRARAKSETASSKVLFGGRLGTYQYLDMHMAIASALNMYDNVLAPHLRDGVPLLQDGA
# * = called active by the depositor; i = inactive; . = not tested or not shown; & = joins results of further samples.
[1] N#Cc1cccc(NC(=O)COC(=O)c2cccc(N3C(=O)c4ccccc4C3=O)c2)c1
[2] CCc1ccc(NC(=O)C(=O)NCC2CCCN2S(=O)(=O)c2ccccc2)cc1 (centres undefined)
[3] N#CC1=C(N)n2c(s/c(=C\c3cccs3)c2=O)=C(C#N)C1c1cccs1 (centres undefined)
[4] Cc1cc(C=O)c(C)n1C1CC1
[5] CCCn1c(SCC(=O)NC)nnc1C(C)C
[6] O=C(C1CC1)N1N=C(c2ccncc2)CC1(O)C(F)(F)F (centres undefined)
[7] COc1ccc(Oc2ccc(C(F)(F)F)cc2NC(=O)CC(CC(=O)O)c2ccccc2)cc1 (centres undefined)
[8] COC(=O)c1cc2n3ccccc3c(C)c(-c3ccccc3)c-2c1C(=O)OC

compound no.	1	2	3	4	5	6	7	8
TcdB inh	.	1.9	.	-0.1	.	0.8	2.0	.
BH1578 lux ind	-0.5	i	-0.3	i	.	-0.6	-0.6	.
PfHsp40 yeast	4.0	0.7	1.7	-0.8	-0.7	1.3	0.5	-1.3
Mtb FBA inh	0	-1	-2	-1	-1	-3	0	13
FadD28 FP inh	6.4	-1.4	5.7	-1.6	-2.2	-1.7	.	3.5
GDH-TPI counter	0	0	14	-4	0	0	4	15
Mtb BioA inh	.	-0.8	.	.	-0.9	0.0	1.4	2.5
Y pestis TopoI	1	11	-10	-1	3	9	6	3
UGM FP inh	1.9	0.1	-0.4	-0.8	1.6	-1.9	0.8	0.5

[9] c1ccc2c(c1)CC1(CCCCC1)n1nnnc1-2
[10] Cn1c(SCc2cccc3ccccc23)nnc1-c1ccco1
[11] CC1CC(C)CN(c2ccc(NS(=O)(=O)c3ccccc3)cc2C(=O)O)C1 (centres undefined)
[12] CCOC(=O)N1CCN(C(=O)c2ccc3ccccc3c2)CC1
[13] COC(=O)C1=C(C)N(c2cccc(Cl)c2)C(=O)C1
[14] COc1ccc(NC(=O)CN2C(=O)NC(C)(C3CC3)C2=O)c(OC)c1 (centres undefined)
[15] O=C(CCl)N=c1sccn1Cc1cccc2ccccc12
[16] Cn1c(/C(C#N)=C(\O)c2ccc([N+](=O)[O-])cc2)nc2ccccc21

compound no.	9	10	11	12	13	14	15	16
TcdB inh	2.7	.	0.4	2.6	.	0.4	0.3	-0.6
BH1578 lux ind	-0.5	-13	-0.7	1.1	0.6	-4.0	i	-1.6
PfHsp40 yeast	0.5	2.7	-0.8	0.2	-1.1	-0.9	1.7	-0.3
Mtb FBA inh	0	1	0	2	-1	0	1	1
FadD28 FP inh	0.4	-3.5	-2.1	-2.7	-1.1	1.6	-5.5	0.0
GDH-TPI counter	12	-5	-2	0	9	7	-5	-6
Mtb BioA inh	-3.3	1.7	-3.2	-1.2	4.2	-0.1	.	.
Y pestis TopoI	-8	24	7	2	3	0	5	-8
UGM FP inh	0.5	1.1	-1.1	4.2	0.8	-0.2	.	-1.3

[17] CCOc1ncccc1C(=O)NCC1COc2ccccc2O1 (centres undefined)
[18] CCOc1ccc(NC(=O)CN(C)S(=O)(=O)c2ccc3c(c2)CCC(=O)N3)cc1
[19] O=c1c2ccccc2c(/C=N/c2n[nH]c(CCCO)n2)c(O)n1-c1ccccc1Cl
[20] Cc1ccc(NC(=O)C2(C)CCCN(C(C)C)C2)cc1C (centres undefined)
[21] Cc1noc(C)c1COC(=O)c1cc2c(C)nn(-c3ccc(F)cc3)c2s1
[22] CCOC(=O)C1=C(c2ccccc2)NC(SCC(=O)Nc2ccccc2C)=C(C#N)C1c1ccco1 (centres undefined)
[23] CCOc1ccc(CCNC(=O)CS(=O)Cc2nc(-c3ccc(C)cc3)oc2C)cc1 (centres undefined)
[24] C=CCOc1ccc(/C=C/C(=O)OCC(=O)NCCc2ccccc2)cc1

compound no.	17	18	19	20	21	22	23	24
TcdB inh	.	0.6	2.1	0.8	.	.	1.9	2.3
BH1578 lux ind	0.0	-0.4	i	-0.4	i	i	i	0.6
PfHsp40 yeast	0.2	-0.6	-0.5	.	0.4	1.1	-0.8	0.8
Mtb FBA inh	-2	3	30*	6	3	1	3	3
FadD28 FP inh	-2.3	0.0	-20	-0.3	-0.7	-1.2	-0.1	0.7
GDH-TPI counter	5	5	8	12	5	5	18	11
Mtb BioA inh	2.3	-1.7	.	1.9	-2.4	-1.3	-3.3	0.2
Y pestis TopoI	0	-3	-3	-6	0	2	20	41
UGM FP inh	-1.2	-2.3	1.2	.	1.2	0.7	-1.9	0.1

[25] COc1ccc(CNc2cccc3[nH]c(C(F)(F)F)nc23)cc1
[26] Cc1cc(Nc2cccc(Cl)c2)nc(N2CCOCC2)n1
[27] COc1ccc(C(=O)N2CC(=O)Nc3ccc(F)cc3C2c2ccccc2)cc1 (centres undefined)
[28] O=C(O)Cc1ccc(NS(=O)(=O)c2ccc3c(c2)OCCO3)cc1
[29] c1ccc(COn2nnc3ccccc32)c(COn2nnc3ccccc32)c1
[30] Cc1ccc(-n2ncc3c(=O)n(CC(=O)NC4CCCCC4)cnc32)cc1
[31] CCc1ccccc1N1CN(Cc2cccnc2)CNC1=S
[32] COc1cccc(/C=C2\SC(=S)N(CCC(=O)N3CCCCC3)C2=O)c1

compound no.	25	26	27	28	29	30	31	32
TcdB inh	0.3	.	-0.1	-7.8	7.4	.	1.4	0.8
BH1578 lux ind	0.6	-0.3	-0.6	-0.6	-1.0	.	-0.5	-4.3
PfHsp40 yeast	-0.7	15	8.1	.	2.4	-0.7	0.1	-0.1
Mtb FBA inh	-3	0	4	0	2	3	1	-2
FadD28 FP inh	-2.4	-3.3	-1.2	-1.9	-4.3	-2.4	-0.4	-3.3
GDH-TPI counter	-2	14	-5	-17	0	-1	-5	1
Mtb BioA inh	0.8	.	1.2	-0.9	-0.6	1.2	-1.2	-1.0
Y pestis TopoI	-17	2	-9	-1	7	4	0	10
UGM FP inh	0.8	2.0	-3.6	.	-1.2	-0.1	0.6	-1.1

[33] Cc1cc(C(C)(C)C)ccc1OCCOCCN1CCCC1
[34] OC1C(O)C(O)C(O)C(O)C1O (centres undefined)
[35] COCCNC(=O)C1(C)CCCN(Cc2csc(-c3ccc(Cl)cc3)n2)C1 (centres undefined)
[36] COc1ccc(C(=O)NCc2ccccc2)cc1Br
[37] Cn1nc(-c2ccccc2)c(-c2nc(-c3ccc(Cl)cc3)no2)c1Cl
[38] CN(C)/C=C/C(=O)c1ccc(Oc2ccccc2)cc1
[39] CCc1nc2c(OCc3ccc(OC(F)F)cc3)cccn2c1N(C)C(=O)c1cccs1
[40] Cc1ccc(C(=O)N2CCc3ccccc32)cc1C

compound no.	33	34	35	36	37	38	39	40
TcdB inh	.	0.6&1.8&0.2	.	0.6	.	0.2	1.3	-0.1
BH1578 lux ind	-0.2	-0.5	i	i	i	-0.2	-0.1	-0.7
PfHsp40 yeast	0.1	-0.8&-1.1&2.2	.	1.0	-0.3	1.7	.	-1.1
Mtb FBA inh	0	7&0&2	-3	-3	0	7	-1	0
FadD28 FP inh	-0.9	3.7&-3.0&1.3	-2.8	-1.5	0.6	-2.0	-3.8	-2.5
GDH-TPI counter	-1	-2&3&5	10	4	-1	22	6	4
Mtb BioA inh	.	-4.4&-1.2&0.6	1.4	-0.1	-2.0	-1.2	0.1	-2.0
Y pestis TopoI	1	-4&4&4	24	-2	0	4	2	9
UGM FP inh	0.4	-0.8&1.8&2.8	.	0.7	3.0	-2.4	.	.

# Next part; the last 3 above are carried over.
[38] CN(C)/C=C/C(=O)c1ccc(Oc2ccccc2)cc1
[39] CCc1nc2c(OCc3ccc(OC(F)F)cc3)cccn2c1N(C)C(=O)c1cccs1
[40] Cc1ccc(C(=O)N2CCc3ccccc32)cc1C
[41] Cc1cc(C(=O)Nc2cccc3ccccc23)c(C)o1
[42] O=C1NC(=O)C(=Cc2ccc(-c3ccc(F)cc3O)o2)C(=O)N1
[43] CCN(C(=O)CSc1nnnn1-c1ccccc1OC)C1CCS(=O)(=O)C1 (centres undefined)
[44] C=CCn1c(=NC(=O)c2ccc(S(=O)(=O)N3CCCC3)cc2)sc2cc(NC(C)=O)ccc21
[45] C[C@H]1C=C(C(=O)NC2CC2)O[C@@H](OCc2ccc(CO)cc2)C1
[46] C[C@@H]1COC(=O)[C@H](NC(=O)OCC2c3ccccc3-c3ccccc32)C/C=C\C[C@@H](CC(=O)N(CCO)Cc2ccccc2)C(=O)N1
[47] CN(CCCN1CCOCC1)C(=O)c1cc(COc2ccc(F)cc2F)on1
[48] CCOc1ccc(S(=O)(=O)NCCC(=O)NCC(c2ccccc2OC)N2CCCC2)cc1 (centres undefined)

compound no.	38	39	40	41	42	43	44	45	46	47	48
TcdB inh	0.2	1.3	-0.1	-1.1	0.5	1.6	-0.1	-0.1	.	1.7	1.5
BH1578 lux ind	-0.2	-0.1	-0.7	-0.3	i	i	-0.3	0.4	5.0	-0.3	-1.0
PfHsp40 yeast	1.7	.	-1.1	-1.1	0.8	-0.6	-0.3	-1.2	-2.1	-0.6	-1.5
Mtb FBA inh	7	-1	0	-3	2	2	1	-3	0	2	1
FadD28 FP inh	-2.0	-3.8	-2.5	-2.3	2.3	-1.0	-2.6	-0.5	-2.8	-1.4	-0.9
GDH-TPI counter	22	6	4	-4	14	-4	28	1	5	16	3
Mtb BioA inh	-1.2	0.1	-2.0	0.3	-0.7	-0.6	-2.1	0.0	-1.1	1.7	-0.8
Y pestis TopoI	4	2	9	-1	6	3	14	10	34	4	0
UGM FP inh	-2.4	.	.	-1.7	-0.5	-1.1	-1.8	-1.0	3.5	-1.1	-3.5

[49] CC(OC(=O)CC1CCCCC1)C(=O)Nc1ccc(S(N)(=O)=O)cc1 (centres undefined)
[50] CSc1nc(N(C)NC(=O)c2ccccc2)c2ccccc2n1
[51] COc1ccccc1C(=O)O/N=C(\N)c1ccccc1Cl
[52] CCN(CC(=O)Nc1c(F)cccc1F)C(=O)Cc1c(C)nc2ccccc2c1C
[53] CCOc1ccc(-n2cc(C(=O)NC(C)C)c3cc(OC)c(OC)cc3c2=O)cc1
[54] Cc1ccccc1C(=O)OCC(=O)N1CC(=O)Nc2ccccc21
[55] COc1cccc(/C=N/Nc2nnc(C)n2N)c1OCc1ccccc1Cl
[56] CCN(c1ccc(NC(=O)COC(=O)CCC(=O)c2ccc(F)cc2)cc1)C(C)C

compound no.	49	50	51	52	53	54	55	56
TcdB inh	-1.7	.	1.5	0.6	.	1.3	.	.
BH1578 lux ind	-2.9	i	0.6	-3.4	2.9	i	-4.2	-11
PfHsp40 yeast	-0.1	-0.1	-0.7	-0.9	0.0	.	-2.4	-1.0
Mtb FBA inh	0	-1	5	5	-11	-2	-8	-1
FadD28 FP inh	-2.4	-1.8	-2.1	.	-4.8	-1.6	0.2	-5.1
GDH-TPI counter	-5	15	-2	9	-7	4	5	5
Mtb BioA inh	.	.	-0.5	-2.8	.	-0.9	.	-0.1
Y pestis TopoI	1	-3	-6	-2	11	2	16	23
UGM FP inh	0.6	-1.2	-3.3	1.1	-0.9	.	2.6	1.1

[57] COc1ccc2oc(=O)c(C(=O)N3CCCC3)cc2c1
[58] CS(=O)(=O)N1CCc2cc(-c3csc(NCC4CCCO4)n3)ccc21 (centres undefined)
[59] Cc1cc[n+](Cc2ccc([N+](=O)[O-])cc2)cc1
[60] O=C(c1cn(Cc2ccccc2F)c2ncccc12)C(F)(F)F
[61] Cc1ccc(-c2ccc(C(=O)O)c(C)n2)cc1
[62] Cc1ccc(CNC(=O)CNC(=O)[C@@H]2Cc3ccccc3CN2)cc1
[63] COc1cc(OC)c(C(=O)N2CCCC2)cc1OC
[64] C[C@@H](NCCCn1ccc(NC(=O)OCc2ccccc2)nc1=O)c1cccc2ccccc12
[65] O=C(COC(=O)C1(c2ccc(F)cc2)CCCC1)N1CCc2ccccc21

compound no.	57	58	59	60	61	62	63	64	65
TcdB inh	-0.2	.	0.3	-1.0	1.2	-0.3	0.4	1.8	.
BH1578 lux ind	i	i	-0.7	i	i	i	-0.2	-0.5	-0.2
PfHsp40 yeast	0.8	-0.6	1.1	-0.2	-1.9	-0.5	-1.3	-0.8	-0.5
Mtb FBA inh	28*	-1	2	1	0	-1	-6	1	-3
FadD28 FP inh	-0.6	-1.5	-1.5	-0.4	-3.5	-1.2	0.8	-4.2	-1.2
GDH-TPI counter	10	4	-3	4	7	-4	-1	-3	9
Mtb BioA inh	1.9	-1.0	.	-0.6	-0.8	-1.5	-1.0	-1.5	-0.2
Y pestis TopoI	2	0	3	13	-3	2	4	27	-4
UGM FP inh	-0.4	2.8	2.5	-1.5	-0.2	-0.7	2.0	.	-1.1

# Screens: PubChem, several laboratories
